Assay outcomes deposited in PubChem BioAssay by several laboratories.
HTR5A inv ag – HTR5A inverse agonism, opioid heterodimer counter-screen | 0.083% of 340,000 active | P47898 | HTR5A cell line, luminescence | inhibition, % at 9.3 µM | AID 504634; in the data active = inhibition mostly above about 23%, no sharp cut-off; inactive = mostly below about 18%;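 also: 0% = cells with DMSO and 100% = no-cell wells with DMSO; some compounds called inactive have numbers as strong as hits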
PfHsp90 yeast 2 – inhibits growth of yeast expressing Plasmodium falciparum Hsp90 | S. cerevisiae expressing PfHsp90, BacTiter-Glo ATP, 48 h; yeast lacking PDR1 and PDR3 efflux regulators | AID 504621 | 0.32% of 310,000 active | inhibition, % at 9.4 µM;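 active = every replicate shows inhibition above about 80%, whatever the replicate mean, limit read from the data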;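 also: 0% = DMSO neutral controls and 100% = 20 µM radicicol positive controls; yeast relying on Plasmodium falciparum Hsp90 in place of its own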
OPRM1-OPRD1 ag – OPRM1-OPRD1 heterodimerization agonism; P35372+P41143; cells, luminescence; activation, % at 9.3 µM; 0.3% of 340,000 active; in the data active = activation above about 18%;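 also: 0% = vehicle-treated cells and 100% = reference agonist; values of inactives mirror those of a sister screen read the other way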
Target sequence (P35372 whole entry, looked up): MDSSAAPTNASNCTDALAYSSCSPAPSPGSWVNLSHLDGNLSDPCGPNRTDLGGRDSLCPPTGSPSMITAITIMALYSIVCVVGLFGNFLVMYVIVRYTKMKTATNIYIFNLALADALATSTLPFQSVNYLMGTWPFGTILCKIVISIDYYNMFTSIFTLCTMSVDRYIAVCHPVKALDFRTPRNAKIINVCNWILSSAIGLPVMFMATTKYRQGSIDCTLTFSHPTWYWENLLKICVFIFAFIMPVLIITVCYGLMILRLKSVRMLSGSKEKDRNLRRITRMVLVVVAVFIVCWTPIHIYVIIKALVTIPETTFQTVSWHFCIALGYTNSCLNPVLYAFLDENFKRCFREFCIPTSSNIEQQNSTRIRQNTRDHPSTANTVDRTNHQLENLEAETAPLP
Target sequence (P41143 whole entry, looked up): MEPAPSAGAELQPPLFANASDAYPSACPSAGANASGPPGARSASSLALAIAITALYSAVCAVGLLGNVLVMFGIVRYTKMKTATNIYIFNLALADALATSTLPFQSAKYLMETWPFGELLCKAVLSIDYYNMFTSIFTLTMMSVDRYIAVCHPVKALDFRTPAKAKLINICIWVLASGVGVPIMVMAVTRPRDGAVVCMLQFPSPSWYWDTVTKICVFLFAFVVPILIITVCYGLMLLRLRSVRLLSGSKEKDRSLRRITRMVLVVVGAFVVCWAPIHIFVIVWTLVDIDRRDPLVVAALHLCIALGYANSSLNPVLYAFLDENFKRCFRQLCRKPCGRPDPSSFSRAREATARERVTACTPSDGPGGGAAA
Pemphigus Ab inh – inhibitors of pemphigus antibody binding to human desmoglein-3; P32926; DSG3-coupled beads, scFv-anti-DSG3-GFP binding, flow cytometry; active compounds read low; binding (percent of control), % at 10 µM; 0.48% of 310,000 active; AID 588358;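 active = binding more than 3 SD below its plate's average and above zero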;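 also: hits lower antibody fragment binding to DSG3; some compounds called inactive have numbers as strong as hits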
SUMO Mot1 rescue – blocks SUMOylation pathway, rescuing yeast Mot1-301 growth; S. cerevisiae Mot1-301 growth rescue, ATP luminescence, 38.5C; percent above DMSO median, 100 means doubled; growth rescue, % at 18.8 µM; 1% of 320,000 active;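 active = every valid replicate shows activation above 250% relative to neutral control wells; inactive = the rest, any valid replicate at or below 250%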;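 also: OY570 slx delta 5 strain wells were the positive control but not used for scaling; some compounds called inactive have numbers as strong as hits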
Ecoli viability – bacterial growth inhibition, counter-screen for AddAB inhibitors. E. coli V3065 growth, OD600 absorbance, 18 h. inhibition, % at 11.9 µM. 0.27% of 330,000 active;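 active = inhibition above the campaign's mean inhibition across all tested compounds plus 3 SD, cut at about 9.9% in these data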;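 also: uninfected addAB+ strain grown without phage in ampicillin broth; 0% = DMSO wells and 100% = ciprofloxacin 0.95 µg/ml wells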
phage Ecoli inh – E. coli growth loss with phage present; growth absorbance; 0.26% of 360,000 active; inhibition, % at 11.9 µM; in the data active = inhibition above about 11%
PKA-R1A activ – activates the PKA-R1A holoenzyme complex | PKA-R1A dissociation, Cy5-IP20 fluorescence polarization; scaled: DMSO 0%, 113 µM cGMP 100% | P00514+P68181 | AID 504707 | 0.083% of 340,000 active | activation, % at 11.4 µM;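 active = percent activation above the mean of all tested compounds plus 3 SD, cut at about 19% in these data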;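 also: higher means more PKAc released from R1A so a rise in polarization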
OPRM1-OPRD1 inv – mu-delta opioid heterodimer inverse agonism | P35372+P41143 | cell-based MOR-DOR heterodimer luminescence | inhibition, % at 9.3 µM | 0.21% of 340,000 active | AID 504357; in the data active = inhibition above about 22%, passing the limit was not always enough;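 also: 0% = cells with DMSO and 100% = wells without cells with DMSO; values of inactives mirror those of a sister screen read the other way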
AddAB inh – less growth of phage-infected E. coli with AddAB; 0.29% of 330,000 active; E. coli expressing H. pylori AddAB, absorbance growth; inhibition, % at 11.9 µM; in the data active = inhibition above about 12%;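 also: 0% = vehicle wells of infected cells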
HTR5A ag ctr – activates human HTR5A in OPRM1-OPRD1 agonist counter-screen; P47898; HTR5A agonist assay, luminescence, cell-based; activation, % at 9.3 µM; 0.61% of 340,000 active; AID 504692; in the data active = activation mostly above about 9.5%, no sharp cut-off; inactive = mostly below about 7.6%;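 also: 0% = cells with vehicle only and 100% = reference agonist; strong numbers were not always called active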
* marks the source's active call; other numbers are inactive results; . = not tested or not shown; & = joins results of further samples.

Values in the order – HTR5A inv ag, PfHsp90 yeast 2, OPRM1-OPRD1 ag, Pemphigus Ab inh, SUMO Mot1 rescue, Ecoli viability, phage Ecoli inh, PKA-R1A activ, OPRM1-OPRD1 inv, AddAB inh, HTR5A ag ctr
> CC(=O)NS(=O)(=O)c1cccnc1Nc1ccc(Cl)c(Cl)c1
→ -47, -31, -2.0, 107, 345, -4.7, 2.2, 3, 9, 1.1, 7
> O=C(NCC(=O)N1CCCCCCC1)c1cccc([N+](=O)[O-])c1
→ -27, -3, -4.6, 105, -5, 1.1, 0.3, -11, 17, 1.6, -1
> Cc1cc(C(F)F)n2nc(C(=O)NCc3ccccc3F)nc2n1
→ -5, -7, -1.3, 119, -1, 0.5, 2.5, -1, 6, 3.6, 6
> CCCCNCCOCCOc1ccc(F)cc1
→ -9, -3, -1.0, 99, 304*, 1.4, 2.5, -16, 6, 0.2, 3
> Cc1ccc(N(CC(=O)NCc2ccco2)C(=O)CCC(=O)Nc2nccs2)cc1
→ 12, 11, -2.9, 102, -31, -1.3, -1.5, -13, 15, 0.7, 3
> CC(=O)Cn1c(CN2CC(C)CC(C)C2)nc2c1c(=O)n(C)c(=O)n2C (configuration not stated)
→ -12, ., -1.3, ., 0, 1.7, 2.8, 7, 7, -0.1, 5
> COC(=O)C1CCN(C(=O)c2cc(-c3ccc(Cl)s3)nc3ccccc23)CC1
→ -2, -34, -0.1, 108, 19, 1.2, -0.9, 13, 0, 0.4, 6
> Cc1ccc(SCC(=O)OC(C)C(=O)Nc2ccc(S(N)(=O)=O)cc2)cc1C (configuration not stated)
→ -7, -8, 0.8, 81, ., 1.5, 3.8, -7, -6, 1.1, 3
> CC(C)(C)NC(=O)NC(=O)CN1CCN(c2ccccc2)CC1
→ -2, 10, 0.3, 101, 4, 0.6, 3.6, -10, -2, -0.4, 1
> NS(=O)(=O)c1ccc(CCNC(=O)Cc2ccc(S(=O)(=O)N3CCOCC3)s2)cc1
→ 17, -30, -0.2, 104, -5, 0.1, 2.7, 0, 1, 0.0, -6
> COc1ccccc1C(=O)COC(=O)CNS(=O)(=O)c1ccc(NC(C)=O)cc1
→ 5, 1, -1.8, 103, -14, 3.0, -0.4, 4, 9, 4.2, 1
> CCOC(=O)c1ccc(NC(=S)NN2CCOCC2)cc1
→ 1, 10, -2.5, 105, 33, 0.4, 3.5, -6, 13, -0.9, 4
> O=C(COC(=O)CN1C(=O)C2CCCCC2C1=O)NC1CCS(=O)(=O)C1 (configuration not stated)
→ 9, 19, -1.2, 90, -6, -1.3, 3.7, 6, 8, 1.1, 2
> Brc1ccc(-c2noc(COc3ccc4ccccc4c3)n2)o1
→ 3, -34, 2.2, 99, 14, 2.5, 3.1, -5, -12, 2.3, -1
> Cc1cc(N2CC(C(=O)O)CC2=O)ccc1Br (configuration not stated)
→ 8, 3, -4.0, 99, 624, 1.8, 3.0, -4, 17, -0.2, -2
> Cn1/c(=N/N=C/c2ccc(Cl)c([N+](=O)[O-])c2)sc2ccccc21
→ 2, -4, -1.8, 107, 14, 0.4, -0.2, 1, 10, 0.5, 0
> CCCCn1c(SCC(=O)c2ccccc2)nc2ccsc2c1=O
→ -1, -20, 1.2, 100, -20, 1.3, 2.7, 4, -8, 1.9, -2
> O=C(O)/C=C/C(=O)Nc1ccc2c(c1)C(=O)c1ccccc1C2=O
→ -8, -21, 2.2, 102, 19, 0.3, -0.7, 1, -11, -1.9, 2
> Fc1ccc(C(CNC(=S)NC2CCCCC2)N2CCOCC2)cc1 (configuration not stated)
→ -1, 3, -2.7, 95, 5, -1.0, 0.1, -7, 14, 0.6, 0
> COc1nc(-c2ccccc2)cc(-c2ccc(OC)c(OC)c2)n1
→ -2, 33, 2.2, 102, -15, 1.1, 0.2, -3, -12, 1.2, 7
> CC1(C)C(c2ccc(Cl)cc2)=[N+]([O-])C2(CCCC/C2=N\O)N1O (configuration not stated)
→ -9, 1, -0.3, 107, 1, 3.1, -1.0, 4, 2, 4.8, 3
> Cc1nnc(SCC(=O)NC2CCCCC2)n1C1CCCCC1
→ 2, 18, -0.7, 110, 24, -0.9, 1.5, -7, 4, -2.3, -3
> Cc1cccc(-c2noc(-c3ccccc3C(=O)NCc3ccco3)n2)c1
→ -16, 6, -2.6, ., -17, 0.7, -0.8, -8, 13, -0.6, 6
> COc1ccc(CC(=O)Nc2ccc(S(=O)(=O)Nc3cc(C)on3)cc2)cc1
→ -10, 0, -1.1, ., 7, 0.3, -0.9, -11, 7, 1.2, -1
> CC(C(=O)Nc1cc([N+](=O)[O-])ccc1Cl)N1CCN(c2ccc(O)cc2)CC1 (configuration not stated)
→ -37, -2, 2.6, 91, 31, -1.0, 4.1, 1, -13, -0.5, 0
> CCN(CC(=O)Nc1ccc(NC(C)=O)cc1)C(=O)C1CC(=O)N(Cc2ccc(C)cc2)C1 (configuration not stated)
→ 1, 1, 1.7, 105, -3, 2.8, 3.0, -8, -12, 1.4, 0
> COc1cc(C(=O)O)ccc1OC(C)=O
→ -4, 7, -0.8, 103, 1, 0.9, 0.7, -10, 5, 0.6, 2
> Cn1c(=O)cc(Nc2ccc(Cl)cc2)[nH]c1=O
→ -1, -5, -1.9, 98, -16, -0.5, 1.1, 4, 9, -0.4, 0
> COc1ccc(OC)c(NC(=O)CCCNC(=O)c2ccc(Cl)cc2)c1
→ -20, -31, -2.5, 96, -2, -1.5, 2.0, -12, 12, -0.5, 5
> O=C(CCNS(=O)(=O)c1ccccc1C(F)(F)F)NCCCSc1ccccc1
→ -14, -21, -0.2, 100, 27, -1.8, 1.6, 3, 1, 3.7, -1

Quoted at random: two compounds from above
Values in the order – HTR5A inv ag, PfHsp90 yeast 2, OPRM1-OPRD1 ag, Pemphigus Ab inh, SUMO Mot1 rescue, Ecoli viability, phage Ecoli inh, PKA-R1A activ, OPRM1-OPRD1 inv, AddAB inh, HTR5A ag ctr
> O=C(NCC(=O)N1CCCCCCC1)c1cccc([N+](=O)[O-])c1
→ -27, -3, -4.6, 105, -5, 1.1, 0.3, -11, 17, 1.6, -1
> Cc1nnc(SCC(=O)NC2CCCCC2)n1C1CCCCC1
→ 2, 18, -0.7, 110, 24, -0.9, 1.5, -7, 4, -2.3, -3

Further compounds
Values in the order – HTR5A inv ag, PfHsp90 yeast 2, OPRM1-OPRD1 ag, Pemphigus Ab inh, SUMO Mot1 rescue, Ecoli viability, phage Ecoli inh, PKA-R1A activ, OPRM1-OPRD1 inv, AddAB inh, HTR5A ag ctr
> Cc1ccc(NC(=O)CCCCCC2NC(=O)NC2C)cc1 (configuration not stated)
→ -29, -7, -1.2, 98, -5, 2.1, ., -9, 6, 0.7, -1
> Cc1ccc(CSc2nnc(-c3ccc4c(c3)OCO4)o2)cc1
→ -21, -2, 0.9, 98, 3, 1.7, 1.8, 0, -4, 2.9, 8
> CN(NC(=O)c1ccccc1F)c1nc(C(F)(F)F)nc2ccccc12
→ 4, 8, -3.0, 98, 658*, 0.4, 2.6, 1, 15, 1.0, 0
> COC(=O)[C@H](Cc1ccccc1)NC(=O)N1CCCCCC1
→ -8, 4, -1.8, 102, -12, -1.2, 1.8, -4, 9, -1.6, 2
> CCOC(=O)N1CCC(N2CCN(S(=O)(=O)c3ccc4ccccc4c3)CC2)CC1
→ 0, -1, 2.1, 108, -4, -2.2, 0.6, -9, -11, -0.2, 0
> CCCCc1cc(=O)oc2c3c(cc(OCC(=O)N4CCC[C@H]4C(=O)O)c12)OC(C)(C)CC3
→ 9, -4, -3.1, ., 721*, -2.2, -0.4, -3, 16, 3.2, -1
> COc1ccc(N2CCN(S(=O)(=O)CCNC(=O)Cc3ccc([N+](=O)[O-])cc3)CC2)cc1
→ 10, -25, -1.9, 94, 6, 2.7, 1.3, -11, 10, 5.2, 2
> COc1ccc(C(=O)O)cc1N1C(=O)Nc2ccccc2N1O
→ -21, 18, -2.3, 102, -4, 1.4, 2.6, -20, 12, 3.6, -3
> Cc1cccc(CN2CCC(Oc3ccc(C(=O)N4CCCC4)cc3)CC2)n1
→ 15, 8, -3.8, 107, 366, 1.5, 2.8, 12, 12, 6.3, -6
> O=C(CN1C2=NCCCN2c2ccccc21)c1ccc(Cl)cc1Cl
→ 0, -8, 3.0, 100, 8, 0.9, 3.3, -4, -16, 5.5, 0
> Cc1ccc(C(=O)O)cc1NC(=O)c1ccc2c(c1)C(=O)N(c1ccc([N+](=O)[O-])cc1)C2=O
→ -9, 30, -1.8, 112, -8, 0.7, -0.5, 3, 8, 3.7, 3
> CCCCCCCCCCCCCCCC(=O)Nc1ccn(C2OC(CO)C(O)C2O)c(=O)n1 (configuration not stated)
→ -7, -52, -1.5, 100, ., ., 3.7, 9, 7, ., 2
> COc1ccccc1OC(=O)Nc1ccc(Cl)cc1
→ -9, -8, -1.0, 97, 6, 2.6, 4.6, -5, 6, 3.7, 2
> O=C(O)/C=C/c1ccc(O)c(O)c1
→ -1, -17, -2.1, 96, -5&114, 0.1, 2.1, 2, 12, -3.3, 0
> CCN(CC(=O)NCc1cccs1)C(=O)/C=C/c1cc(OC)ccc1OC
→ -6, 7, -3.7, ., ., -0.7, 2.7, -1, 14, -1.4, -5
> CCN1CCN(Cc2c(C)[nH]c3ccc(OC)cc3c2=O)CC1
→ 10, 13, 0.6, 101, 8, 1.8, 2.7, -12, -3, 2.2, -4
> COc1cc(NCCCNC(C)C)c2nccc(C)c2c1
→ -11, ., 5.7, 94, ., ., -2.0, 6, -30, ., 3
> C/C=C/c1ccc(OCC(=O)NCc2ccccc2OC)c(OC)c1
→ 13, 7, -2.4, 104, -6, 4.3, 2.4, -9, 12, 4.2, -1
> CCOC(=O)/C(C(N)=NCc1ccco1)=C(/O)c1ccccc1
→ 5, 13, -1.9, ., 7, 0.2, 4.0, -9, 11, 2.5, 2
> Cc1ccc(-c2noc(CSc3nnc(Cc4ccccc4)n3-c3cccc(C)c3)n2)cc1
→ 2, -6, 5.3, 102, -10, -2.8, 2.8, 4, -29, -4.0, 3
> NC(=O)COC(=O)c1cc(S(=O)(=O)N2CCOCC2)ccc1N1CCCCC1
→ 3, 13, -2.9, 94, 4, -1.0, 0.0, -12, 12, 1.1, -1
> COc1cccc(NC(=O)c2nn(-c3ccc(OC)cc3OC)c(=O)c3ccccc23)c1
→ -16, -3, -0.8, 105, 4, -3.4, 1.0, 2, 6, -1.7, 0
> O=C(NCCC1=CCCCC1)C(=O)NCc1ccncc1
→ 2, 17, 0.1, 52*, -4, -2.0, 2.5, 0, 0, 2.0, -1

Three entries from above, arranged by their value in OPRM1-OPRD1 ag, highest first.
structure	OPRM1-OPRD1 ag
CCOC(=O)N1CCC(N2CCN(S(=O)(=O)c3ccc4ccccc4c3)CC2)CC1	2.1
CCN1CCN(Cc2c(C)[nH]c3ccc(OC)cc3c2=O)CC1	0.6
O=C(NCCC1=CCCCC1)C(=O)NCc1ccncc1	0.1
